PfM18AAP inh = blocks P. falciparum M18 aspartyl aminopeptidase; recombinant PfM18AAP, H-Glu-NHMec fluorogenic cleavage; inhibition, % at 7.35 µM; 290,000 compounds, 1.2% hits;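 active = inhibition above the campaign mean inhibition over all tested compounds plus 3 SD, cut at about 28% in these data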;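 also: 0% = plate median of test compound wells and 100% = 2 mM ZnCl2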
MEKK2wt PB1 HTS = raises or lowers MEK5 binding to wildtype human MEKK2 PB1 domain; Q9Y2U5; bead flow cytometry, Alexa488-MEK5 binding to MEKK2 WT; actives lie on both sides; binding response (% of control), % at 10 µM; 290,000 compounds, 1.1% hits; AID 1531; in the data active = binding response below about 67% or above about 130%
MEKK2mut PB1 HTS = signal of MEK5 binding to mutant human MEKK2 PB1 domain | bead flow cytometry, Alexa488-MEK5 binding to MEKK2 mutant | percent response, % at 10 µM | 290,000 compounds, 0.35% hits | AID 1530; in the data active = percent response above about 24%, passing the limit was not always enough; also: inactives centre near 1; some results filed as inactive read as strong as hits; reference of the scale not given here
PHOSPHO1 block = inhibitors of human PHOSPHO1 phosphatase; Q8TCT1; recombinant PHOSPHO1, absorbance phosphatase assay; inhibition, % at 13.3 µM; 290,000 compounds, 1.1% hits; AID 1565; in the data active = inhibition above about 60%
Target sequence (Q8TCT1 whole entry, looked up): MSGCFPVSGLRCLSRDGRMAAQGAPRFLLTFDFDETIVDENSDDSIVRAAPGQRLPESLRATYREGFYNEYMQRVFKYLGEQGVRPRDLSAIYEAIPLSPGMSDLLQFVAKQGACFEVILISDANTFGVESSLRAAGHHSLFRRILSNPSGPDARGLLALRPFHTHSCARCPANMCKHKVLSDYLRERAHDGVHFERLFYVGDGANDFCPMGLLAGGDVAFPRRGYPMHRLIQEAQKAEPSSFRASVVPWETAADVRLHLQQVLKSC
GPR7 antagonist = human neuropeptides B/W receptor 1 antagonism | inhibition, % at 4.4 µM | P48145 | 290,000 compounds, 1.1% hits | GPR7-expressing cells, fluorescence antagonist assay; in the data active = inhibition above about 16%, passing the limit was not always enough;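 also: cells stimulated with the agonist NPW; 0% = agonist with vehicle and 100% = vehicle without agonist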
Target sequence (P48145 whole entry, looked up): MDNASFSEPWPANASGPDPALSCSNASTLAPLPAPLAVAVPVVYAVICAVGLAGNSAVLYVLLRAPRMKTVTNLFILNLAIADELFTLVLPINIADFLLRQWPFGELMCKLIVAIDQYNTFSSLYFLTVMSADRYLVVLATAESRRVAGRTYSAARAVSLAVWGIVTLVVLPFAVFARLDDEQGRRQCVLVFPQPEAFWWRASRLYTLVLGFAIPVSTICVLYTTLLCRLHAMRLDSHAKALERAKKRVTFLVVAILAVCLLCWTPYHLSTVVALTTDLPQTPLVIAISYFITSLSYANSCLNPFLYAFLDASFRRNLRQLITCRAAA
OXTR agonist = activates the human oxytocin receptor. AID 2435. activation, % at 3 µM. CHO-OTR cells, Fluo-8 calcium fluorescence; normalized: DMSO 0%, oxytocin 100%. 320,000 compounds, 0.32% hits. P30559;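 active = activation above the mean of all tested compounds plus 3 SD, cutoff set per screening run, cut at about 20% in these data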;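 also: peak over basal fluorescence ratio from a 100 s FLIPR kinetic read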
Target sequence (P30559 whole entry, looked up): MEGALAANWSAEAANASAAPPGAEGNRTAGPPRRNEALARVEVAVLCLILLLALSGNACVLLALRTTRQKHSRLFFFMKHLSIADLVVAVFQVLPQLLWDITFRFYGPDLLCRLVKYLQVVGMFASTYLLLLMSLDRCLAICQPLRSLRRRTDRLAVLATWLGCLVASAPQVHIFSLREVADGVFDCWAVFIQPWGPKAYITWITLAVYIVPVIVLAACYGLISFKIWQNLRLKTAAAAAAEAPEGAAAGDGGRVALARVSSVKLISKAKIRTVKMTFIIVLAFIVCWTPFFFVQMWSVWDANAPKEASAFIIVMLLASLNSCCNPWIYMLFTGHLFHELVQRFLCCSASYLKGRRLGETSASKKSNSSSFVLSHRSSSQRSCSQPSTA
NALP1 inh = blocks the NALP1 inflammasome reconstituted in yeast | S. cerevisiae NALP1/ASC/caspase-1 growth, X-gal OD620, 72 h | inhibition, % at 10 µM | 280,000 compounds, 0.61% hits | AID 2071; in the data active = inhibition mostly above about 24%, no sharp cut-off; inactive = mostly below about 32%; also: some compounds called inactive have numbers as strong as hits
MEKK3 PB1 HTS = MEKK3-MEK5 PB1 interaction, increase or decrease. bead-based flow cytometry, Alexa488-MEK5 binding to MEKK3; actives lie on both sides; 0 = blocked by unlabeled MEK5, 100 = vehicle. Q99759. 290,000 compounds, 1.4% hits. binding response (% of control), % at 10 µM;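 active = binding response more than 3 SD above or below the average of its plate-row segment, actives on both sides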;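 also: Alexa488 bead fluorescence after subtracting the streptavidin-only scavenger bead signal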
DNA FID counter = displaces DNA intercalator in HCV helicase counter-screen | DNA fluorescent intercalator displacement, fluorescence | inhibition, % at 7.9 µM | 290,000 compounds, 0.17% hits | AID 1845; in the data active = inhibition above about 37%;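 also: 0% = vehicle and 100% = reference compound; higher means more ethidium bromide displaced from hairpin DNA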
* = called active by the depositor; . = no result given; [ ] = remark or other dose.

The line under a structure holds: PfM18AAP inh	MEKK2wt PB1 HTS	MEKK2mut PB1 HTS	PHOSPHO1 block	GPR7 antagonist	OXTR agonist	NALP1 inh	MEKK3 PB1 HTS	DNA FID counter
CC(=O)Oc1cc2oc(=O)c3c(c2cc1Cl)CCC3
    9.6	98.0	-3.0	25.5	-16.9	-0.4	11.9	102.0	-6.6
COc1ccc(NC(=O)Cn2cnc3c(oc4nc5c(cc43)COC(C)(C)C5)c2=O)cc1
    0.5	87.0	-11.0	-5.9	-2.8	0.3	-1.8	89.0	-7.0
CCCc1cc(=O)[nH]c(NCc2ccc(Cl)cc2)n1
    1.2	98.0	0.0	8.2	-13.6	1.0	.	99.0	-15.1
Cc1ccccc1Oc1ncnc(N)c1[N+](=O)[O-]
    1.8	100.0	-1.0	-0.6	-6.3	0.1	5.5	101.0	6.2
CNC(=S)N1CCc2sccc2C1C (stereo not given)
    -4.5	101.0	-7.0	-14.3	-2.2	-1.1	7.5	99.0	-10.4
N/C(=N\OS(=O)(=O)c1ccc(Cl)cc1)c1ccccn1
    3.4	109.0	8.0	20.6	-12.6	.	-4.0	106.0	-1.6
CCN(CC)C(=O)C(=O)c1cccn1-c1cccc(OC)c1C#N
    5.4	107.0	6.0	32.5	-17.2	-0.4	15.2	101.0	-9.1
Cc1cc(C)cc(N(C(=O)c2snc(C(N)=O)c2N)C(C(=O)NCC2CCCO2)c2cccs2)c1 (stereo not given)
    -1.8	99.0	1.0	-0.6	-19.3	-2.4	13.7	102.0	-32.8
CCS(=O)(=O)c1nc(S(=O)(=O)c2ccc(C)cc2)c(N2CCC(O)CC2)s1
    -2.4	103.0	-1.0	36.8	-5.0	0.8	16.4	98.0	-11.2
CC(C)Oc1ccc(C2CC(=O)N(c3cccc(/C=C/C(=O)O)c3)C2=O)cc1 (stereo not given)
    -2.2	98.0	2.0	9.8	-2.8	0.4	18.3	98.0	-29.6
S=C(NCC1CCCO1)Nc1ccc(Cl)c(Cl)c1 (stereo not given)
    2.5	104.0	6.0	-15.7	12.0	5.5	-8.2	110.0	-3.2
CC12CCC(C(=O)Nc3ccc(SC(F)F)cc3)(CC1=O)C2(C)C (stereo not given)
    7.5	95.0	4.0	17.6	7.8	-1.3	16.3	101.0	-13.8
COc1ccc(/C=N/NC(=O)CCn2cnc3ccccc32)cc1
    0.9	106.0	0.0	37.4	-5.7	0.1	6.8	106.0	-12.7
COc1ccc(-n2c(SCC(=O)NCc3ccco3)nnc2-c2c[nH]c3ccccc23)cc1
    -1.5	97.0	1.0	26.2	0.8	-0.9	26.6	102.0	-26.3
CCN(CC(N)=O)S(=O)(=O)c1ccc(Br)cc1
    4.3	100.0	1.0	3.5	-7.0	1.3	9.6	102.0	0.2
Cc1nn(CC(=O)N2CCCCC2)c(=O)c2nn(-c3ccccc3)c(C)c12
    10.2	102.0	3.0	42.6	-17.4	0.8	-4.1	101.0	-31.4
CCOC(=O)C(=O)NNc1ccccc1C
    10.0	95.0	-1.0	-10.7	-6.0	-0.9	24.5	96.0	-7.7
CCCn1nc([N+](=O)[O-])c(C(C#N)c2nc3ccccc3s2)c(Cl)c1=O (stereo not given)
    5.5	103.0	4.0	23.3	-6.6	11.1	-3.6	103.0	-8.2
CCCN(CC1CC1)C(=S)Nc1ccc(C(C)=O)cc1
    -5.8	103.0	-6.0	-16.9	-7.5	0.3	-2.9	114.0	-5.9
CSc1nnc(C)c(=O)n1COC(=O)c1cc(Cl)ccc1[N+](=O)[O-]
    -0.9	97.0	1.0	-5.3	-15.1	5.5	20.7	103.0	-3.4
CCCCSc1cnn(-c2ccccc2)c(=O)c1SCCCC
    0.7	101.0	-4.0	8.0	-20.5	-1.1	5.4	104.0	-15.7
COC(=O)/C=C1\C(=O)N(c2nc3ccccc3s2)C(=S)N1c1ccc(F)cc1
    2.4	0.0*[inhibitor]	-41.0	22.3	-4.3	-0.2	2.6	1.0*[inhibitor]	3.2
O=C(COc1ccccc1[N+](=O)[O-])Nc1ccc2oc(=O)ccc2c1
    7.3	100.0	-1.0	4.5	13.3	-0.2	0.0	98.0	-3.5
CCC(C)[C@H](NC(=O)Nc1ccc2c(c1)OCCO2)C(=O)O (stereo not given in full)
    -5.1	84.0	-8.0	6.3	2.2	0.1	-7.8	79.0	2.1
COc1cccc(-n2nnc3c(=O)n(CC(=O)N4CCC(C)CC4)cnc32)c1
    -0.3	109.0	4.0	2.5	-13.9	0.5	21.5	97.0	-10.2
CC(=O)c1cc(F)c(N2CCN(C(=O)COc3ccccc3F)CC2)cc1C
    1.2	102.0	9.0	-3.5	1.1	12.3	4.6	105.0	-12.1
CCN(CC)C(=O)CSc1nc(C)cc(-c2cccs2)c1C#N
    12.8	99.0	1.0	-36.1	5.8	-1.1	-6.3	99.0	-17.4
CCCCc1cc(=O)oc2cc(C)c(CN3CCCC3)c(O)c12
    4.7	90.0	-7.0	20.7	-23.1	-0.4	-4.7	95.0	-14.4
Cc1ccc(-n2nc3c(c2NC(=O)c2ccc4c(c2)OCO4)CS(=O)(=O)C3)c(C)c1
    -1.3	99.0	0.0	-0.1	-4.7	0.2	15.0	99.0	-26.5
Cc1ccc(OCC(=O)Nc2ccc(N3CCN(S(C)(=O)=O)CC3)cc2)cc1C
    -6.1	89.0	-8.0	4.9	3.5	3.7	8.0	95.0	-1.3
Cc1ccc2c(c1C)NC(=O)CC(c1ccccc1O)=N2
    -3.9	109.0	4.0	12.9	-7.2	-1.9	.	107.0	-7.2
CC1(C)O[C@@H]2C[C@H]3[C@@H]4CCC5=CC(=O)C=C[C@]5(C)[C@@]4(F)[C@@H](O)C[C@]3(C)[C@]2(C(=O)CO)O1
    2.0	95.0	4.0	3.5	-19.3	1.0	18.3	109.0	-18.8
CCNc1nc(-c2cc3ccccc3o2)cs1
    6.5	95.0	-1.0	-2.0	-10.2	2.3	25.3	99.0	0.0
CCOC(=O)C(O)(CC(=O)c1ccc(OC)cc1)C(F)(F)F (stereo not given)
    -5.5	96.0	2.0	-35.3	-0.6	-0.7	4.5	110.0	-7.7
Cc1ccc(C)c(NC(=O)CCN2CCCCC2)c1
    -14.0	105.0	4.0	13.9	6.4	1.2	13.4	104.0	1.6
O=C(O)c1ccc(/C=N/NC(=O)C2CC2(c2ccccc2)c2ccccc2)cc1 (stereo not given)
    -11.0	117.0	5.0	32.0	-4.0	-0.2	2.8	153.0*	-6.7
Clc1cc2nc(-c3cccnc3Cl)[nH]c2cc1Cl
    -1.6	108.0	3.0	10.6	-7.8	2.6	11.0	105.0	-0.9
Cc1ccc(NC(=O)CSc2nnc(-c3ccoc3C)n2CCCN(C)C)cc1Cl
    1.0	108.0	1.0	30.7	13.2	0.3	34.0	98.0	5.9
Clc1cccc(Cl)c1CSc1nnc2ccccn12
    -9.0	114.0	17.0	-0.8	-0.2	-0.4	29.3	106.0	-8.8
COC(=O)c1cn(NC(=O)c2ccncc2)c(=O)c2ccccc12
    1.4	94.0	-1.0	-7.4	-11.3	-0.9	14.0	93.0	-12.8
COc1ccc(OC)c(C2SCCN2S(=O)(=O)c2cccc(C(F)(F)F)c2)c1 (stereo not given)
    -1.6	92.0	-9.0	4.9	1.4	0.9	9.0	92.0	-2.4
Cn1nnc(NCc2cc(Br)ccc2OCc2cccs2)n1
    -4.8	100.0	-6.0	37.0	0.4	-0.7	18.8	94.0	-20.4
CCC(=O)NC(=S)Nc1ccc(NC(=O)c2ccc([N+](=O)[O-])cc2)cc1
    -1.8	100.0	-1.0	2.4	-3.6	0.3	28.9	124.0	10.7
O=C(Nc1cccnc1Cl)c1cc2c(s1)-c1ccccc1OC2
    11.1	96.0	0.0	10.6	-4.8	1.5	22.8	98.0	-21.7
Cc1nnc(NC(=O)CSc2nnc(CC(=O)Nc3ccccc3F)n2C)s1
    -3.2	98.0	-7.0	4.0	-13.9	-0.4	23.7	97.0	-10.8
CC(C)NC(=O)CSc1nc(Cc2cccs2)nc2ccccc12
    -8.5	98.0	2.0	28.1	-1.1	-0.8	36.8	102.0	-12.8
Cn1c(CNC(=O)CCNC(=O)c2ccccc2)cc(=O)n(C)c1=O
    7.6	102.0	2.0	15.9	-12.2	-0.3	9.9	103.0	-5.6
Cc1cccc(-n2c(O)c(C=Nc3ccccc3N)c(=O)[nH]c2=O)c1
    1.4	102.0	-2.0	53.6	3.5	-0.8	34.0	101.0	-4.5
O=C(Oc1cccc(-n2cnnn2)c1)C1CCCCC1
    4.4	99.0	-3.0	-14.0	-13.6	-1.4	5.3	98.0	-12.4
O=C(Cn1nc(-c2ccc3c(c2)OCCO3)ccc1=O)Nc1ccc(N2CCOCC2)cc1
    1.3	101.0	5.0	9.2	-0.5	0.1	-12.6	104.0	-6.7
CC(=O)c1cccc(S(=O)(=O)Nc2ccc3nc(C)sc3c2)c1
    -3.7	102.0	1.0	28.1	-2.2	14.0	-2.5	104.0	-6.5
Cc1ccccc1-c1nc(CS(=O)(=O)CC(=O)NCCc2ccccc2)c(C)o1
    -1.1	104.0	2.0	8.9	-6.5	3.9	3.9	102.0	-50.2
NC(=O)NC(=O)COC(=O)/C=C/c1cccc(Br)c1
    -2.7	96.0	-5.0	31.7	-9.8	0.0	6.3	95.0	-3.1
CCn1c(COc2cccc(OC)c2)nnc1SCC(=O)Nc1ccccc1C(=O)OC
    -10.6	98.0	1.0	11.8	-3.8	1.0	-8.0	105.0	-21.2
Cc1ccccc1C(=O)NC1CCN(CC(=O)Nc2ccccc2Cl)CC1
    -0.2	104.0	5.0	22.0	-15.3	1.1	2.6	100.0	-32.6
O=C1N/C(=C/c2ccsc2)C(=O)N1c1ccccc1
    -0.2	98.0	-5.0	45.4	1.0	5.8	19.4	95.0	0.8
Cc1cc(C(=O)COC(=O)C2CC2)c(C)n1-c1ccc(F)cc1
    -3.4	100.0	-4.0	1.4	-0.1	-2.2	-12.4	103.0	-18.9
CN(C)S(=O)(=O)c1ccc2c(c1)nc(CCC(=O)NCc1ccc(Cl)cc1)n2C
    -10.4	102.0	2.0	43.1	-6.2	0.0	9.6	99.0	-22.1
COc1ccccc1NC(=O)CN(c1ccccc1OC)S(=O)(=O)c1ccccc1
    7.1	99.0	6.0	.	14.7	-0.5	6.9	105.0	-29.4
Cc1ccccc1NCC(=O)N=Nc1c(O)[nH]c2ccc([N+](=O)[O-])cc12
    12.2	98.0	-3.0	-14.9	-12.5	0.8	1.4	99.0	12.3

Five of these compounds, set out differently.
| SMILES | PfM18AAP inh | MEKK2wt PB1 HTS | MEKK2mut PB1 HTS | PHOSPHO1 block | GPR7 antagonist | OXTR agonist | NALP1 inh | MEKK3 PB1 HTS | DNA FID counter |
| --- | --- | --- | --- | --- | --- | --- | --- | --- | --- |
| CCOC(=O)C(=O)NNc1ccccc1C | 10.0 | 95.0 | -1.0 | -10.7 | -6.0 | -0.9 | 24.5 | 96.0 | -7.7 |
| CCCN(CC1CC1)C(=S)Nc1ccc(C(C)=O)cc1 | -5.8 | 103.0 | -6.0 | -16.9 | -7.5 | 0.3 | -2.9 | 114.0 | -5.9 |
| CCC(C)[C@H](NC(=O)Nc1ccc2c(c1)OCCO2)C(=O)O (stereo not given in full) | -5.1 | 84.0 | -8.0 | 6.3 | 2.2 | 0.1 | -7.8 | 79.0 | 2.1 |
| COC(=O)/C=C1\C(=O)N(c2nc3ccccc3s2)C(=S)N1c1ccc(F)cc1 | 2.4 | 0.0*[inhibitor] | -41.0 | 22.3 | -4.3 | -0.2 | 2.6 | 1.0*[inhibitor] | 3.2 |
| Cc1ccc(OCC(=O)Nc2ccc(N3CCN(S(C)(=O)=O)CC3)cc2)cc1C | -6.1 | 89.0 | -8.0 | 4.9 | 3.5 | 3.7 | 8.0 | 95.0 | -1.3 |

Rows are unselected, and some 6.2% of all compounds hit somewhere here.
